H9c2 protect – cardioprotection against H2O2-induced cell death, primary screen, uHTS, H9c2 cells, ATPLite luminescence | H9c2 cardiomyocytes, H2O2 injury protection, 2 h | protection from H2O2 cell death, % at 20 µM | 360,000 tested, 0.63% active | AID 588492, 2011;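 active means compounds giving at least 50% protection of heart cells from peroxide-induced death in the single-dose screen, raw or plate-pattern-corrected value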;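 further: 0% = DMSO wells with peroxide and 100% = DMSO wells without peroxide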
CaV13 FRET inh – Primary screen for inhibitors of IQ motif and Ca2+-dependent inactivation inhibitor domain binding in CACNA1D, Förster resonance energy transfer in living cells, … | HEK cells, CFP/YFP FRET ICDI-IQ, plate reader, 10 min; percent FRET-ratio fall versus neutral wells | inhibition, % at 12.3 µM | 340,000 tested, 0.098% active | AID 743397;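 active means mean replicate inhibition of at least 30% and at least 1% of replicates passing that level; inconclusive means only one of the two criteria is met; inactive means neither criterion is met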;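 further: 0% = median of the neutral control wells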
m5-HT2A agonist – mouse Htr2a agonists via beta-arrestin recruitment, primary screen, cell-based, luminescence; CHO-K1 mHTR2A beta-arrestin complementation; percent of 30 µM serotonin response; activation, % at 7.6 µM; 360,000 tested, 0.66% active; AID 624169, 2012;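 active means activation above a run cutoff, the mean activation of all tested compounds plus 3 SD, cut at about 14% in these data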;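 further: 0% = plate median of compound wells and 100% = 30 µM serotonin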
MC4R ag barr – MC4R agonists recruiting beta-arrestin, primary screen, cell-based, luminescence, agonist arm of biased-ligand search; Melanocortin receptor 4 (Homo sapiens), P32245; U2OS MC4R beta-arrestin complementation; percent of melanotan II response, DMSO zero; activation, % at 8.9 µM; 360,000 tested, 0.98% active;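 active means activation above a per-plate cutoff, the mean activation of sample wells on that plate plus 3 SD, cut at about 8% in these data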
Glyco luc inh – increase of ERlucT glycosylation luciferase signal, primary screen, N-linked glycosylation inhibitor project, D54 ERlucT cells, luminescence, set 2; 360,000 tested, 0.23% active; AID 588692, 2011; reporter increase, % at 12.5 µM; D54 ERlucT glycosylation luciferase reporter, 24 h; percent of 100 nM tunicamycin response;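 active means mean luciferase reporter signal, scaled so untreated is 0 and the glycosylation-blocking control 100, at or above a set limit in every replicate; inconclusive means mean reaches the limit but not every replicate does; inactive means mean below the limit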;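 further: luciferase carries N-glycosylation sites so blocking glycosylation raises the light; 0% = median of neutral control wells and 100% = median of 100 nM tunicamycin wells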
Vif imaging – HIV Vif self-association inhibitors, primary screen, imaging, HEK293T, single point | HEK293T cells, Vif self-association by quenched fluorescence, 24 h | inhibition, % at 7.49 µM | 340,000 tested, 0.35% active | AID 602346, 2012; in the data active means inhibition above about 50%, passing the limit was not always enough; inconclusive means no clear call, values can overlap the other calls; inactive means below about 31%; further: some results filed as inactive read as strong as hits
PDI inh – inhibitors of human PDI, primary screen, biochemical, turbidity, single point, plate reader; Protein disulfide-isomerase (Homo sapiens), P07237; PDI insulin aggregation turbidity, A650, 90 min; inhibition, % at 10 µM; 350,000 tested, 0.052% active;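 active means mean inhibition across replicates of 30% or more, whatever share of single replicates reach that level; inconclusive means mean inhibition below 30% while every single replicate reaches 30%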;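 further: absorbance from insulin aggregation driven by PDI reduction with DTT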
MC4R antagonist – MC4R antagonists of cAMP signaling, primary screen, cell-based, TR-FRET, antagonist arm of biased-ligand search; Melanocortin receptor 4 (Homo sapiens), P32245; MC4R-expressing cells, MTII-stimulated cAMP, LANCE TR-FRET; inhibition, % at 6.5 µM; 360,000 tested, 0.48% active; AID 540295, 2011;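 active means inhibition above its plate's cutoff, the mean of tested wells on that plate plus 3 SD, cut at about 29% in these data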;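 further: 0% = Melanotan II alone and 100% = Melanotan II plus saturating MCL0020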
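Assay system: U2OS-MC4R stable cell line; Also added: Melanotan II; Technique: Eu-cAMP/anti-cAMP TR-FRET, emission 671 nm; Times: 30-min compound, 1-h challenge, 1-h detection, room temperature.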
aDG glyco up – activators of alpha-DG glycosylation, primary screen, uHTS, Pro5-aDG cells, AlphaScreen | 360,000 tested, 0.22% active | AID 624168, 2012 | activation, % at 10 µM | alpha-DG glycosylation AlphaScreen (IIH6); 0% Pro5, 100% B10-LARGE cell signal;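 active means activation of at least 8% versus controls, or a plate z-score of at least 8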;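 further: Pro5 are CHO cells carrying HIG-tagged alpha-DG that lacks glycosylation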
ABCB6 inh 2 – ABCB6 transporter inhibitors, primary screen, K562-ABCB6 cells, flow cytometry, MLPCN library; AID 602162, 2011; 360,000 tested, 0.19% active; ATP-binding cassette sub-family B member 6 (Homo sapiens), Q9NP58; K562-ABCB6 porphyrin accumulation, 1 h; hits give low values; fluorescence ratio to DMSO, % at 10 µM;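 active means fluorescence ratio to DMSO below 75%, the collection mean minus 3 SD; inconclusive means too few cells collected in the well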;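 further: signal is porphyrin accumulated inside mitochondria; 100% equals median channel fluorescence of DMSO control wells; lower ratio means ABCB6 inhibition with less porphyrin fluorescence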
Target sequence (Q9NP58 whole entry, looked up): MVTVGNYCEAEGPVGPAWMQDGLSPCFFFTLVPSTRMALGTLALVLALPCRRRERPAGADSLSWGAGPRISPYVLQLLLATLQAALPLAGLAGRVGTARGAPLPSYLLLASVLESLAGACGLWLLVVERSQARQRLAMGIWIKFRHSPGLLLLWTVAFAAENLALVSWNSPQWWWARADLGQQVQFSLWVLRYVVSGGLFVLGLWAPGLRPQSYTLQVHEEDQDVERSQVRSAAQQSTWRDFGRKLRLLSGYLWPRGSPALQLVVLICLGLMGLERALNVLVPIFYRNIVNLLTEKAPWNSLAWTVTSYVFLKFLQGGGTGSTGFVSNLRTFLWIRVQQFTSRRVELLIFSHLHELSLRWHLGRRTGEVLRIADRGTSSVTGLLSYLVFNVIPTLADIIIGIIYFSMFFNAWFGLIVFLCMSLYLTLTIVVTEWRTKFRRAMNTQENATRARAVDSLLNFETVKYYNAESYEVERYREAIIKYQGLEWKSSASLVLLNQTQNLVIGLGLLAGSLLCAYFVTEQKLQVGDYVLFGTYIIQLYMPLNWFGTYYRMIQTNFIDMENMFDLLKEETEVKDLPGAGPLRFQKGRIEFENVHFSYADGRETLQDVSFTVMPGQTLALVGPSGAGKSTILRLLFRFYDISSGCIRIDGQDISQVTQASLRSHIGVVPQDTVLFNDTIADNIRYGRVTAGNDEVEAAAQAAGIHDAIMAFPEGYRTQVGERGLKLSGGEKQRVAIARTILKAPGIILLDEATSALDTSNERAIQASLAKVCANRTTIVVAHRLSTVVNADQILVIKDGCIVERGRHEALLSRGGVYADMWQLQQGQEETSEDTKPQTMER
Numbers without * were called inactive; ? = inconclusive; . = no result given.

SMILES	H9c2 protect	CaV13 FRET inh	m5-HT2A agonist	MC4R ag barr	Glyco luc inh	Vif imaging	PDI inh	MC4R antagonist	aDG glyco up	ABCB6 inh 2
O=C(NC1=NCCS1)c1sc2cc(F)ccc2c1Cl	-1	-6	0	-0.8	-2	2	-7	-4	-0.1	91
CCCc1c(C(=O)N/N=C(\C)c2ccccc2O)nnn1-c1nonc1N	29	-15	4	-0.1	-3	-4	19	10	0.6	101
Cc1cc(=O)n(C)c2ccc(S(=O)(=O)N3CCOCC3)cc12	5	-4	7	0.1	4	-1	-3	-4	-0.1	101
COc1ccccc1NC(=O)c1sc2ncn(CC(=O)N3CCC(C)CC3)c(=O)c2c1C	2	-3	0	-2.4	-1	3	3	2	-0.1	96
O=C(N/N=C/c1c[nH]c2ccccc12)c1[nH]c2ccc(Br)cc2c1-c1ccccc1	-12	-14	0	-0.4	8	-1	6	-28	-0.6	101
COc1ccc(C(C)=O)cc1Cn1c(C)c(C(=O)NCc2ccc3c(c2)OCO3)sc1=O	8	?	0	-1.3	-6	0	9	5	0.1	93
CCOC(=O)c1ccc(Oc2nc(NC(C)(C)C)nc(N(C)C)n2)cc1	-12	.	4	1.4	1	.	11	2	1.8	93
CN(C)c1cccc2c(S(=O)(=O)N3CCCC3)cccc12	-4	-20	-3	-1.9	2	-10	-2	6	0.2	99
CCOC(=O)C(NC(=O)NCc1ccc(OC)cc1)(OCC)C(F)(F)F (stereo unspecified)	-1	-3	-5	-0.1	1	-2	3	7	0.0	101
Cc1ccc(Nc2nnc(SCC(=O)Nc3ncc(S(=O)(=O)c4ccc([N+](=O)[O-])cc4)s3)s2)cc1	3	-9	-2	-0.4	18	9	-16	5	-0.2	93

Ordered by the number under ABCB6 inh 2 (descending): 3 of the compounds above
| mol | ABCB6 inh 2 |
| --- | --- |
| CCOC(=O)C(NC(=O)NCc1ccc(OC)cc1)(OCC)C(F)(F)F (stereo unspecified) | 101 |
| CN(C)c1cccc2c(S(=O)(=O)N3CCCC3)cccc12 | 99 |
| COc1ccccc1NC(=O)c1sc2ncn(CC(=O)N3CCC(C)CC3)c(=O)c2c1C | 96 |

(cont.)
SMILES	H9c2 protect	CaV13 FRET inh	m5-HT2A agonist	MC4R ag barr	Glyco luc inh	Vif imaging	PDI inh	MC4R antagonist	aDG glyco up	ABCB6 inh 2
O=C(COc1ccccc1)Nc1ccc(Cl)cn1	-7	-1	4	0.8	0	7	-1	4	0.0	96
O=C(COC(=O)CNC(=O)c1ccc([N+](=O)[O-])o1)Nc1ncc(C(F)(F)F)cc1Cl	-2	-2	7	-3.3	12	-4	18	-2	0.3	102
O=C(CN1CCN(Cc2cccc(Cl)c2)C1=O)NCc1cccs1	0	-4	-3	0.2	-3	18	-2	-3	0.0	101
CCOC(=O)C1CCCN(c2nc(C)nc3c2oc2ccccc23)C1 (stereo unspecified)	-15	-5	3	-1.7	4	-9	-1	3	0.7	102
O=C(Cn1cnc2ccccc2c1=O)Nc1cccc(S(=O)(=O)N2CCCCC2)c1	-7	-5	-4	1.4	0	-3	-3	2	0.0	94
C[C@@H](NC(=O)Cn1cnc2c(OCc3ccccc3)ncnc21)c1cccc2ccccc12	8	-3	16*	-0.5	-1	17	10	6	-0.1	98
Fc1ccc(OCCOCCOc2cccc3[nH]ccc23)cc1	3	-3	-5	-1.9	2	22	1	7	0.1	97
CCOC(=O)c1cnc(-c2ccccc2)nc1N(C)C	-3	-9	3	-1.9	0	-4	6	-8	0.0	99
Cc1nc(COC(=O)c2ccc(S(=O)(=O)N3CCCC3)cc2)cs1	0	-5	-3	-0.5	0	7	-2	2	0.1	98
CC[C@]12c3[nH]c4cc(CCC(=O)N(C)C)ccc4c3CCN1C(=O)[C@@H](CC(=O)NCCc1ccccn1)C[C@@H]2C(=O)N1CCN(C(=O)C2CC2)CC1	6	-11	-2	-0.3	1	5	-3	0	0.0	103
CC(C)C[C@H]1CNC(=S)N1CC1CCN(CC2CCC(C(C)(C)C)CC2)CC1 (stereo partly specified)	-33	-6	-6	-1.6	-1	-4	3	-2	2.2	101
CN(c1ncnc(N)c1[N+](=O)[O-])C1CCS(=O)(=O)C1 (stereo unspecified)	0	-5	1	-0.2	-10	-6	-3	-4	0.5	99
COc1ccc(/C=C/C(=O)OC(C)CN2CCCCC2)cc1 (stereo unspecified)	2	-2	-6	0.1	-3	6	-1	1	0.0	94
CCOc1ccccc1N1CCN(C(=O)c2cc3cc(OC)ccc3[nH]2)CC1	2	.	-6	0.6	6	.	2	0	0.0	96
CCOc1ccc(Cc2nnc(SCC(=O)Nc3c(C)cccc3C)[nH]c2=O)cc1	-2	-7	0	-0.2	3	.	-5	0	-0.2	97
COc1ccnc(Oc2cc(Cl)cc(Cl)c2)c1C#N	0	-1	-1	0.9	1	-1	7	0	0.0	100
CC1=NOC(=O)/C1=C\c1ccc(-c2cccc(Cl)c2)o1	-22	.	-3	-4.5	-12	-10	3	7	-0.7	120
COc1ccc(NC(=O)CSCc2ccccc2C)cc1	2	-6	1	-2.5	-1	-7	-7	1	-0.1	88
COc1ccc(/C=C/C(=O)OCC(=O)NCCc2ccccc2)c(OC)c1	7	-10	-6	1.6	1	7	-9	-2	0.0	98
COc1ccc2nc(NC(=O)c3ccc(NS(=O)(=O)c4cccs4)cc3)sc2c1	-11	-7	-1	1.0	0	-1	-6	15	0.1	97
CC(C)(C(=O)c1ccccc1)/[N+]([O-])=C/c1ccc(Br)cc1	-1	-7	-1	-1.2	-2	1	-5	2	0.0	105
COc1ccccc1C(=O)NN=C1CCN(Cc2ccccc2)CC1	2	-3	5	-1.8	-2	9	0	1	-0.2	104
CC(=O)c1ccccc1OC(=O)CCN1C(=O)C2C3C=CC(C4CC34)C2C1=O (stereo unspecified)	10	-20	1	1.1	-1	-2	12	7	0.2	99
CCN(CC)/C(=N\S(=O)(=O)c1ccccc1C)c1ccccc1	2	-2	2	-0.6	2	-3	-10	7	5.2	92
CCO[C@H]1OC(C(=O)NC2CC2)=C[C@@H](c2c[nH]c3ccccc23)[C@@H]1CCCO	3	-5	4	-1.1	2	-3	8	-4	-0.3	99
Cn1cc(S(=O)(=O)CC(=O)Nc2ccc3c(c2)OCCO3)c2ccccc21	-1	-8	-1	-2.8	-1	-13	0	0	0.1	99
CN(C)S(=O)(=O)c1cccc(COC(=O)c2cccnc2Cl)c1	-11	-4	-7	-2.7	-1	-10	-9	13	0.5	83
CC(NC(=O)c1cc(F)c(F)cc1Cl)c1ccncc1 (stereo unspecified)	-2	0	1	-1.3	1	3	-4	7	-0.1	89
CCCCC(=O)NCCNc1nc2c(c(=O)n(C)c(=O)n2C)n1Cc1ccccc1	12	-4	6	-1.4	3	7	-5	-1	0.1	95
CCOc1cccc(-c2nn3c(-c4cc(C)[nH]n4)nnc3s2)c1	-8	-2	3	-1.7	1	3	9	-4	0.1	92
O=C(COC(=O)CCC(=O)Nc1nccs1)NCc1ccco1	0	-5	10	2.6	1	0	3	3	0.1	100
O=C(NC(=S)N1CCN(c2ccc([N+](=O)[O-])cc2)CC1)c1ccccc1Cl	-2	-13	2	-1.4	-1	-5	-4	2	3.7	95
COc1cc(CN2CCN(c3cccc(C)c3C)CC2)cc(OC)c1O	7	-6	-6	-1.4	-1	0	-5	-11	0.3	95
CCS(=O)(=O)c1ccc2oc(Nc3ccccc3C)nc2c1	-3	-6	3	-1.4	0	-25	-4	7	-0.1	106
COc1cccc(C(=O)N/N=C(\C)c2ccc(NC(=O)Cc3ccccc3)cc2)c1OC	6	-5	-7	-4.1	-5	-5	-1	0	0.0	103
COc1ccc(Cl)cc1Cn1c(C)c(C(=O)NCc2cccc([N+](=O)[O-])c2)sc1=O	2	5	-2	-0.4	-7	-4	-8	0	0.6	99
COc1ccc(Nc2cc(C)nc(-n3nc(C)cc3C)n2)cc1	11	-3	-3	-0.5	21	.	7	-29	0.8	104
COc1cc(Cl)cc(C(=O)O)c1OCC(=O)O	-1	-4	3	-1.5	1	7	20	1	0.1	100
CCc1cccc(NC(=O)C2CCN(S(=O)(=O)c3cccs3)CC2)c1	7	-7	-4	0.3	-4	1	4	8	0.0	98
C[C@H](NC(=O)c1ccco1)C(=O)NNC(=O)c1ccc(F)cc1	2	-12	-5	-0.3	3	-1	6	5	0.1	95
COc1ccc(-c2cc(C(=O)OC(C)C(=O)Nc3c(C)n(C)n(-c4ccccc4)c3=O)c3ccccc3n2)cc1 (stereo unspecified)	3	-2	2	-2.2	-1	0	-14	12	0.1	98
Clc1ccc(SCc2cc(N3CCOCC3)nc(-c3ccccn3)n2)cc1	-3	-5	-2	1.2	-3	-1	5	7	8.5*	87
Cn1c(=O)c2[nH]c(Nc3ccccc3)nc2n(C)c1=O	30	-5	-4	-1.3	-3	.	22	5	-0.1	90
CC(C)CC1CCCCC1OC(=O)CN1CCCCC1 (stereo unspecified)	1	-5	-4	-1.2	-1	9	4	18	1.0	96
Cc1ccc(CN2CCN(/N=C\C(Br)=C\c3ccccc3)CC2)cc1	-8	-7	8	0.1	-4	-1	-8	1	-0.2	97
C=CCN(Cc1nc(-c2ccccc2)no1)C(=O)c1ccco1	-1	-17	2	-0.9	0	-1	-7	1	0.0	94
C/C(N)=C(/C#N)C(=O)CSc1nc2ccccc2c(=O)n1-c1ccc(C)c(Cl)c1	-4	-4	1	5.3	2	-3	0	5	-0.4	103
CCc1nnc(NC(=O)c2n[nH]c(=O)c3ccccc23)s1	23	-2	3	-0.9	-2	-5	2	3	0.0	99
COc1cc(C(=O)N2CCCCC2c2cc(C(=O)NC(C)C)no2)cc(OC)c1C (stereo unspecified)	7	-5	-4	-0.1	7	-3	8	-4	0.1	94
Cc1ccc(Nc2nnc(SCC(=O)NCCN3C(=O)CSC3=O)s2)cc1	-18	-4	2	-1.2	1	-8	-1	5	0.2	101
O=C(N/N=C/c1ccccc1O)c1ccc2c(c1)OCO2	-8	-12	0	0.3	-10	-5	11	-3	0.0	91
Cc1ccc(N(C(C)C(=O)O)S(=O)(=O)c2c(C)[nH]c(=O)[nH]c2=O)cc1 (stereo unspecified)	2	-2	1	0.0	3	28	.	2	0.2	98
C/C=C(\C)C(=O)NCCN1C2=NC[C@@H](C)N2C[C@@H]1Cc1ccc(OC)cc1	-7	-9	8	-0.7	0	-3	5	2	-0.2	100

Bioassay records from PubChem.
